# Assay outcomes from PubChem.
# ELG1 genotox – genotoxicity induction in ELG1-luciferase HEK293T cells; 330,000 tested, 1.3% active; HEK293T ELG1-luciferase reporter, luminescence, 16 h; AID 504466; Potency, µM (top dose mostly 46 µM), for inactives: at the top dose activity change, positive = activation, most hits filed as activators; note: potency is the fitted concentration of half-maximal effect; % of control where 0% means no effect; nearly all actives have a fitted effect of over 60% in size
#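 ELG1-luciferase HEK293T cells, 2,000/well; compound pinned in; 16 hr, 37 °C, 5% CO2; ONE-Glo, 30 min RT; luminescence on CCD imager.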
# BRCA1 expr act – increases BRCA1 expression. Potency, µM (series often up to 46.1 µM), inactives show at the highest dose activation, usual class: activators. 380,000 tested, 1.1% active. MCF7-BRCA1-FFLuc reporter, luminescence, 48 h; response scale: scaled: vehicle 0%, 10 µM genistein 100%. AID 624202; note: potency is the fitted concentration of half-maximal effect; nearly all actives have a fitted effect of over 80% in size; some results filed as inactive show a strong effect at the top dose
#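 Compounds are tested at multiple concentrations on MCF7 BRCA1-luciferase reporter cells seeded at 2000 per well; after 48 h, a single luminescence end-point is taken and curves fitted to the normalized data.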
# Menin MLL FP TR – menin-MLL binding inhibition, Texas Red mutant peptide | O00255 | Menin + Texas Red MLL mutant peptide, fluorescence polarization | Potency, µM (doses to about 61.6 µM), for the others: at the top dose FP activity change, negative = inhibition, actives largely listed as inhibitors | 270,000 tested, 0.23% active | AID 1768; active = well fitted inhibition curve with a large enough effect in the polarisation, with a control signal flat, not every such curve was filed as active; inconclusive = small, poorly fitted or top-dose-only effect, or effect the other way, or a change in a side signal; inactive = no such curve, though single readings can be large or run the other way; the % refers to the polarisation; note: potency is the fitted concentration of half-maximal effect; % of control where 0% means no effect; many of its hits are not listed in these tables
# Target sequence (O00255 whole entry, looked up): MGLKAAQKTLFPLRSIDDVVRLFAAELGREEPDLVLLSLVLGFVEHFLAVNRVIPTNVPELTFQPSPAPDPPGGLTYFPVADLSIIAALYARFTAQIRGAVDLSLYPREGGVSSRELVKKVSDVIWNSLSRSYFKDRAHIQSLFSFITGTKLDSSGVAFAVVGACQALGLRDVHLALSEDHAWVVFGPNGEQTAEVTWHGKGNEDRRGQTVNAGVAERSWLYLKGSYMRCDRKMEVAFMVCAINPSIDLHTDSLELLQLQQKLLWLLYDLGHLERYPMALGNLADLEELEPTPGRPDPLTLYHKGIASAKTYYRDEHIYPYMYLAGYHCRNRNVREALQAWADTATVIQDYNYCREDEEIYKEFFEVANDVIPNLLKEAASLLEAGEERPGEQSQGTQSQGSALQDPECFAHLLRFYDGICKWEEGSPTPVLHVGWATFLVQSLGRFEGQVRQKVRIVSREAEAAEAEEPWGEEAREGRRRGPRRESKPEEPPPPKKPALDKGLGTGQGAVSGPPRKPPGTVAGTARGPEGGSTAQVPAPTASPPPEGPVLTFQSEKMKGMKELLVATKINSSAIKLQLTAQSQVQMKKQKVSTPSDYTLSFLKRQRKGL
# Rab9 prom act – activates the Rab9 promoter; Huh7 Rab9 promoter-luciferase reporter, luminescence, 24 h; 320,000 tested, 2.8% active; Potency, µM (series often up to 9.22 µM), for inactives: top-dose activation, negative = inhibition, hits mostly activators; note: potency is the fitted concentration of half-maximal effect; % of control where 0% means no effect; nearly all actives have a fitted effect of over 60% in size
#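 Huh7 cells stably carrying a Rab9 promoter-luciferase reporter, 1500 cells per well in OP-MEM I with 10% FBS, treated with compound 24 hours at 37C. Luciferase activity read by luminescence after 10 minutes with Amplite reagent.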
# PKM2 activator – PKM2 (human) enzyme activation; AID 1631; Potency, µM (top dose mostly 57.5 µM), without a hit: top-dose activation, most hits filed as activators; 260,000 tested, 0.34% active; purified PKM2, Kinase-Glo ATP luminescence, activation; response scale: 0% is enzyme alone, no compound; note: potency is the fitted concentration of half-maximal effect; % is set by controls: 0 for no effect and ±100 for the full control effect; nearly all actives have a fitted effect of over 55% in size
#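 hPK-M2, >95% pure; 0.1 mM ADP / 0.5 mM PEP final; imidazole pH7.2 buffer w/ 7 mM MgCl2, 50 mM KCl; 1 h RT; Kinase-Glo lum. Intermediate enzyme activity for dual inhibitor/activator qHTS.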
# Giardia kill – kills Giardia lamblia | Giardia lamblia trophozoite viability | activity change, % at 7.66 µM, hits read low | AID 540267 | 340,000 tested, 0.15% active; in the data active = activity change below about -80%; inconclusive = between about -30% and that limit;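 note: parasites exposed to compound for two days anaerobically before the ATP read; % is set by controls: 0 for no effect and ±100 for the full control effect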
#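 Trophozoite viability was measured as ATP-dependent luminescence, read 15-30 min after reagent addition. Before that, parasites at 100 cells/well were exposed to compounds for 48 h, anaerobically, at 37 deg C.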
# VP16 counter – Gal4-VP16 reporter inhibition counter-screen; Drosophila S2 Gal4-VP16 UAS-luciferase, luminescence, 20 h; Potency, µM (titrated, usually from 53.6 µM), for the others: at the top dose activity, negative = inhibition, actives largely listed as inhibitors; 310,000 tested, 3.5% active;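 note: Gal4-VP16 expression switched on by copper sulfate through the metallothionein promoter; potency is the fitted concentration of half-maximal effect; % is set by controls: 0 for no effect and ±100 for the full control effect; nearly all actives have a fitted effect of over 50% in size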
# RORg inh – blocks mouse ROR gamma transcriptional activity. Potency, µM (doses to about 53.6 µM), for the others: top-dose activity change, negative = inhibition, most hits filed as inhibitors. Drosophila S2 Gal4-RORgamma UAS-luciferase reporter, 20 h. 310,000 tested, 5.4% active; note: potency is the fitted concentration of half-maximal effect; % is set by controls: 0 for no effect and ±100 for the full control effect; nearly all actives have a fitted effect of over 60% in size
# Target sequence (P51450 whole entry, looked up, the tested form may be a part): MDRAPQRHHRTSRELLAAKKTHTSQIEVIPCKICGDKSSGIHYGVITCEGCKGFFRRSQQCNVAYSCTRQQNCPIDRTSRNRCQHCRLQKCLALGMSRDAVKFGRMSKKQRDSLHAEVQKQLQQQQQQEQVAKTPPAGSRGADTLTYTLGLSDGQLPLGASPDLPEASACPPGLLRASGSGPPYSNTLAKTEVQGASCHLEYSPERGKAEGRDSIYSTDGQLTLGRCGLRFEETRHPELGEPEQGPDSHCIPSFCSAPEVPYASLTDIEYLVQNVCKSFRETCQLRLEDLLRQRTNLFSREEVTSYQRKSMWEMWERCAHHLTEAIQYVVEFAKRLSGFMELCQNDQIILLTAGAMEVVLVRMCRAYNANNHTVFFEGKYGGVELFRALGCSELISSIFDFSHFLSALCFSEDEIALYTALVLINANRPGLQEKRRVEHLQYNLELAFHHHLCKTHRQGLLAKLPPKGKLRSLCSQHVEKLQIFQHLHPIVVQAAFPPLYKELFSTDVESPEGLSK
#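 Luciferase reporter read in Schneider cells carrying Gal4-RORγ (mouse) and UAS-Photinus luciferase; cells given compound 1 h before 700 uM copper sulfate induction, then incubated 20 h at ambient temperature.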
# FLuc counter – inhibits or activates purified firefly luciferase, miR-21 counter-screen | Potency, µM (highest dose often 57.5 µM), without a hit: top-dose activity change, negative = inhibition, usual class: inhibitors | purified FLuc, Km substrates, luminescence inhibition | P08659 | 360,000 tested, 6.9% active;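 note: potency is the fitted concentration of half-maximal effect; plate controls were vehicle for no effect and reference inhibitor for full effect; nearly all actives have a fitted effect of over 55% in size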
#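 Biochemical qHTS of compounds, final roughly 60 µM downward over six points, against 10 nM purified firefly luciferase using Km concentrations of substrates (10 uM D-luciferin, 10 uM ATP) in Tris acetate pH 7.5 buffer; luminescence output.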
# p53 reactivator – restores transcriptional activity of mutant p53. H1299 p53-A138V BP100-luciferase reporter, luminescence, 24 h. 320,000 tested, 0.063% active. Potency, µM (top dose mostly 92.2 µM), for inactives: at the top dose activity change, positive = activation, most hits filed as activators; note: potency is the fitted concentration of half-maximal effect; % of control where 0% means no effect; nearly all actives have a fitted effect of over 45% in size
#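 p53-null H1299 cells stably carrying temperature-sensitive p53-A138V and a BP100-luciferase reporter were pinned with compounds (4-point, 1:5 series) and held 24 hrs at 37 deg C. Luminescence was read 10 min after detection reagent.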
# NPC1 prom act – activates the NPC1 promoter | Huh7 NPC1 promoter luciferase reporter, 24 h | AID 485313 | Potency, µM (top dose mostly 9.22 µM), without a hit: at the highest dose activation, usual class: activators | 320,000 tested, 2.4% active;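 note: potency is the fitted concentration of half-maximal effect; % of control where 0% means no effect; nearly all actives have a fitted effect of over 60% in size; reporter is driven by a mutant NPC1 promoter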
#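 Luciferase expression driven by the NPC1 promoter was measured in stably transfected Huh7 cells after a 24 h compound incubation, using a luciferase reagent and a luminescence read.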
# * hit, by the source's call; u = inconclusive; x = not tested or not shown; & = joins results of further samples; [ ] = dose if it differs, or a comment. Unless noted, calls come from the whole dose curve; as a rule, active = well fitted curve in the direction sought with a large enough effect; inconclusive = small, poorly fitted or top-dose-only effect, or another doubt; inactive = no such curve, though single readings can be large; an effect the other way counts as inactive or inconclusive. A portion of the library, so the mix of outcomes need not match the whole.
SMILES,ELG1 genotox,BRCA1 expr act,Menin MLL FP TR,Rab9 prom act,PKM2 activator,Giardia kill,VP16 counter,RORg inh,FLuc counter,p53 reactivator,NPC1 prom act
Cc1ccc(C)c(NC(=O)CN(C)C(=O)c2ccc3c(=O)n4c(nc3c2)CCC4)c1,1%,12%,x,-2%,x,11,x,x,2%,1%,-3%
CCCn1c(N)c(C(=O)CSc2nnc(-c3ccco3)n2Cc2ccccc2)c(=O)[nH]c1=O,-8%,-27%,1%,-2%,-2%,7,-3%,-36%,-1%,-12%,1%
Cc1nn(C)c(C)c1NC(=O)CSc1nc(C2CC2)nc2c1cnn2-c1ccccc1,-10%,-60%,-7%,-34%[inhibitor],-5%,-3,3%,-1%,0%,-8%,-18%
CC(OC(=O)Cn1[nH]c(=O)c2ccccc2c1=O)C(=O)Nc1cccc(Cl)c1 (centres undefined),-9%,3%,x,3%,x,0,x,x,-3%,-5%,6%
CCOC(=O)c1c(/N=C/C2C(=O)CCCC2=O)sc2c1CCCC2,0%,0%,1%,2%,1%,18,-27%,-5%,-12%,1%,-5%
Cc1ccc(C)n1-c1ccc(NC(=O)c2ccccc2)cc1,u,-20%,2%,u,-1%,7,19%,24%,8.5µM*,18%,28%
Cc1ccc(S(=O)(=O)N(C)c2ccc(C(=O)N(CC(C)C)C3CCS(=O)(=O)C3)cc2)cc1 (centres undefined),-1%,-15%,x,1%,x,-7,x,x,6%,7%,0%
Cc1ccc2nc(CSc3nnc(Nc4ccccc4C)s3)cc(=O)n2c1,-7%,-3%,-15%,-2%,-2%,-16,6%,2%,2%,-13%,1%
Cc1c(NC(=O)c2cccc(-c3cc4ccccc4oc3=O)c2)cccc1-c1nc2ncccc2o1,-6%,32%,-11%,14%,0%,1,-5%,u,u,24%,16%
COC(=O)C1=C(C)Nc2ccc(C)cc2S1,u,5%,u,3%,-6%,1,4%,-3%,u,7%,15%
Nn1cc(-c2ccccc2)nc1SCC(=O)N1CCN(S(=O)(=O)c2ccccc2)CC1,-4%,-4%,12%,-3%,21%,10,x,-44%[0.365 µM],0%,8%,-3%
O=[N+]([O-])c1cccc(Cl)c1NCCNS(=O)(=O)c1ccc(Cl)cc1,0%,-13%,16%,-2%,23%,15,1%,u,0%,-5%,-4%
O=C(O)Cc1sc(Nc2ccc(F)cc2)nc1-c1cccs1,29%,54%,u,u,1%,-13,-10%,u,17µM*,4%,26%
COc1ccc(-c2nc(-c3cccc(C)c3)[nH]c(=O)c2C#N)cc1,-3%,1%,14%,0%,-1%,-4,-6%,11%,-5%,-17%,0%
Cn1c(Cc2ccccc2)nnc1SCC(=O)N1CCOCC1,2%,2%,10%,13%,-14%,3,-2%,6%,0%,2%,0%
CCn1cc(/C=C(\NC(=O)c2ccccc2F)C(=O)N2CCCC2)c2ccccc21,-7%,3%,-10%,-1%,x,-14,3%,-11%,2%,-22%,2%
CC(C)(C)c1cc(C(=O)N/N=C/c2ccc(-c3ccccc3[N+](=O)[O-])o2)n[nH]1,-3%,12%,x,9%,x,-18,-4%,28%,21µM*,7%,18%
Cn1c(=O)[nH]c(=O)c2c1nc(CN1CCN(c3cccc(Cl)c3)CC1)n2CCCc1ccccc1,-11%,-39%,-8%,-6%,4%,-1,-1%,-3%,0%,-8%,0%
CC(=O)N(C(C)=O)c1ncnc2c1c(-c1ccc(Cl)cc1)nn2C(C)(C)C,-5%,-58%,5%,0%,-7%,-14,-25%,11µM*,1%,-2%,-5%
COc1ccc(N2CCN(C(=O)c3sc4ncn(CC(=O)N5CCCCC5)c(=O)c4c3C)CC2)cc1,-3%,0%,-13%,-3%,-6%,5,-4%,9%,0%,-1%,2%
COc1cccc(N2CCN(C(=O)CC(C)(C)CC3=NS(=O)(=O)c4ccccc4N3)CC2)c1,-13%,-1%,x,-4%,x,-5,u,33%,-2%,-3%,-5%
CC(C)(C)c1ccc(OC(=O)c2ccc3nsnc3c2)cc1,3%,4%,u,-7%,-4%,0,-1%,-34%,7.6µM*,1%,1%
Cc1cccc(OCC(=O)Nc2ccc(S(=O)(=O)Nc3ccccn3)cc2)c1,-3%,7%,6%,-5%,0%,-12,6%,-3%,2%,-5%,-4%
CCn1c(SCc2c(F)cccc2Cl)nnc1-c1ccco1,-1%,42%,-14%,2%,-6%,21,19%,u,-18%,1%,-2%
O=C1N=c2ccccc2=C1c1sc(Nc2cccc(O)c2)nc1O,16%,-15%,0%,5%,-8%,-4,u,u,19µM*,x,15%
CCOC(=O)CSc1cc(CS(=O)c2ccc(Cl)cc2)nc(-c2ccccc2)n1 (centres undefined),-2%,-17%,-24%,4%,-1%,-3,-1%,-1%,-3%,-2%,-4%
CCN(CC)CCNC(=O)c1ccc(NC(=O)c2ccc(F)cc2)cc1,5%,5%,-3%,2%,0%,30,-15%,14%,-1%,1%,-1%
Cn1c(SCC(=O)O)nc2sc3c(c2c1=O)CCC3,-3%,-9%,-6%,-2%,0%,29,6%,-26%,-3%,8%,-4%
CCOc1ccccc1NC(=O)c1ccc(S(=O)(=O)N(C)c2ccccc2)cc1,-3%,-1%,x,-4%,x,10,x,x,x,4%,-1%
CCCCN1C(=O)/C(=c2\sc3nc(=O)c(-c4ccccc4)nn3c2=O)c2ccccc21,1%,-11%,u,0%,0%,21,0%,-40%,0%,3%,3%
O=C1C2(c3ccccc3)CN(CCCO)CC1(c1ccccc1)CN(CCCO)C2,1%,2%,2%,-3%,-2%,7,2%,-2%,3%[2.3 µM],-6%,2%
CCN(CC)C(=O)CSc1nc2cc(OC)c(OC)cc2c(=O)n1Cc1ccc(Cl)cc1,-2%,2%[1.84 µM],u,-1%,-3%,-26,2%,27%,-2%,-8%,-4%
COc1cc(C2C(C(C)=O)=C(O)C(=O)N2CCN(C)C)ccc1O (centres undefined),-3%,3%,0%,-2%,-2%,1,3%,-24%,0%,-13%,-4%
COc1ccc(-c2c(S(=O)(=O)c3ccccc3)cnn2-c2ccccc2)cc1,-2%,-27%,12%,6%,7%,6,-13%,-7%,8%,-15%,-2%
CCN(CCn1cccn1)C(=O)c1cc(COc2ccc(F)c(F)c2)on1,9%,62%,-17%,24%,x,10,-16%,u,u,u,13%
CCN(CC(=O)NCc1cccs1)S(=O)(=O)c1cccc(C(C)=O)c1,0%,-2%,-1%,8%,-2%,-10,4%,15%,2%,0%,-3%
Cc1ccccc1C(=O)Nc1ccnn1C1CCN(C(=O)C2CCOC2)CC1 (centres undefined),-1%,-6%,-2%,1%,-1%,11,3%,-17%,2%,-5%,1%
Cc1ccc(SCC2CNc3nc4ccccc4c(=O)n32)c(C)c1 (centres undefined),2%,71%,-25%,18%,-3%,-15,u,u,-8%,7%,19%
CCNC(=O)OCCC12CC3CC(CC(C3)C1)C2,8%,-6%,u,-4%,-3%,9,-10%,-9%,u,18%,-2%
CN(Cc1ccccc1)Cc1nc2c(c(=O)n(C)c(=O)n2C)n1CCCc1ccccc1,-9%,-21%,-16%,-2%,-7%,-5,-3%,u,-1%,-10%,-1%
COc1ccc2cc(C(=O)N3CCN(c4cccc(C)c4C)CC3)[nH]c2c1,-9%,-32%,-5%,-4%,x,-13,2%,2%,u,-1%,-2%
COc1ccnc(Oc2ccccc2)c1C(=O)N/C=N/OCc1ccccc1F,-13%,-12%,1%,-1%,0%,-14,-10%,17%,0%,-5%,-1%
Cn1c(SCc2nc3ccccc3[nH]2)nnc1-c1ccccn1,x,3%,1%,x,0%,-2,13%,5%,7%,x,x
CC(O)CSc1nc2c(c(=O)[nH]c(=O)n2C)n1Cc1ccccc1 (centres undefined),u,-23%,-12%,2%,1%[11.5 µM],7,-2%,2%,-1%,x,1%
COC(=O)c1cccc(C23CC4(C2)[C@H](CN(Cc2ccc(C(F)(F)F)cc2)[C@@H]4c2ccccc2)C3c2ccccc2)c1 (some centres undefined),-5%,-2%,10%,-11%,-8%&-3%,-10,-1%&-1%,1%&-15%,1%,0%,0%
COc1ccc(Cl)cc1NC(=O)CN(C)C(=O)c1ccc(COc2ccccc2)cc1,-7%,-17%,x,0%,x,4,x,x,2%,-2%,2%
Cc1ccccc1OCCn1c(=O)oc2ccccc21,9%,6%,7%,-1%,0%,-7,14%,21%,-3%,-7%,0%
O=c1nc2c(-c3cccc(Br)c3)n[nH]n2c2ccccc12,u,0%,1%,3.5µM*,x,-18,u,18%,4.8µM*,16%,u
CCC(=O)Nc1ccc(S(=O)(=O)Nc2c(C)nc3nc[nH]n3c2=O)cc1,0%,-5%,12%,0%,-1%,-3,-9%,-6%,-10%,0%,1%
